Screens: PubChem, Sanford-Burnham Center for Chemical Genomics
MPTP block: mitochondrial permeability transition pore inhibitors, primary screen, biochemical, isolated mouse mitochondria, absorbance; Ca2+ swelling absorbance, 30 min; inhibition, % at 10 µM; 360,000 compounds, 1.4% hits; AID 602449, 2012;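 active = inhibition of 50% or more, scaled per plate between neutral and stimulator controls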;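 also: 0% = DMSO wells given calcium and 100% = 1 mM EGTA wells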
* = called active by the depositor. Some of the compounds tested; count on the stated rates, not on these rows.

Compound | MPTP block
Cc1c(Br)cccc1NC(=O)C1(C)CCN1CCc1ccccc1 (configuration not stated) | 1.3
CC1(C(=O)NCc2cccnc2)Cc2c(-c3cccc(C(F)(F)F)c3)ccnc2O1 (configuration not stated) | 0.4
CC(=O)Nc1cccc(-c2cc(NC=O)c3ncc(-c4cccc(C(C)=O)c4)n3c2)c1 | 0.9
COc1cc(NC(C)=O)c2ncccc2c1Br | 1.0
COc1ccc(Cl)cc1CNC[C@H]1O[C@@H](n2ccc(N)nc2=O)[C@H](O)[C@@H]1O | 0.4
COc1ccc(C(O)c2nc(-c3cccs3)cs2)cc1 (configuration not stated) | -0.5
OCC[C@@H]1C[C@H](O)[C@@H](O)[C@]2(OCc3cc(C(F)(F)F)ccc32)O1 | -1.0
CC1C(=O)N(Cc2cn(CCC3OCCO3)nn2)CCS(=O)(=O)N1Cc1ccc(-c2ccc(F)cc2)cc1 (configuration not stated) | 2.0
OCCN1CCN(c2cnc(-c3ccsc3)cn2)CC1 | 0.4
Cc1ccccc1CC1(C)C(=O)Nc2ccc(S(=O)(=O)NC3CCCCC3)cc21 (configuration not stated) | 0.1
Cc1noc(C)c1-c1ccc(C(=O)NCc2cccnc2)c2occc12 | -0.9
Clc1cc(Cl)cc(Nc2ccccc2CN(C/C=C/c2ccc3c(c2)OCO3)Cc2ccccc2)c1 | -0.7
COC1OC2COC(c3ccccc3)OC2C(NC(C)=O)C1OC(C)=O (configuration not stated) | -1.3
Cc1cc(C)nc(NS(=O)(=O)c2ccc(NS(=O)(=O)c3ccc(F)c(F)c3)cc2)n1 | 3.1
O=C(Nc1ccccn1)C(c1ccccc1)c1ccccc1 | -1.1
Cc1cc(Br)cn2c(Cc3cccc(F)c3)c(C3CCCCC3)nc12 | -1.6
O=C(NCc1ccccc1)C1C(c2ccc3c(c2)OCO3)=Nc2ccccc2N1C(=O)c1ccco1 (configuration not stated) | 1.4
CCCCN1CC(N2CCN(C(=O)c3ccco3)CC2)CS1(=O)=O (configuration not stated) | 0.3
COc1ccc(OC)c(NC(=O)c2cc(-c3ccc(F)cc3OC(C)C)n[nH]2)c1 | 1.7
CCOc1ccc(S(=O)(=O)NCCC(=O)NNC(=O)c2ccc(F)cc2)cc1 | 0.3
CC1(Cc2ccc3c(c2)OCO3)C(=O)Nc2c(Cl)ccc(Cl)c21 (configuration not stated) | 0.9
COC(=O)c1ccc2nc(-c3ccc(C#N)cc3)c(Cc3cccc(Cl)c3)n2c1 | -0.4
CCOC(=O)C1(C)CCN1C(=O)c1cc(-c2ccc(Cl)cc2)oc1C (configuration not stated) | 0.9
CCOc1ccc(NC(=O)CN(C)C2=NS(=O)(=O)c3ccccc32)cc1 | 0.0

4 entries from above in another layout:
canonical_smiles: Cc1cc(C)nc(NS(=O)(=O)c2ccc(NS(=O)(=O)c3ccc(F)c(F)c3)cc2)n1
- MPTP block = 3.1
canonical_smiles: COC1OC2COC(c3ccccc3)OC2C(NC(C)=O)C1OC(C)=O (configuration not stated)
- MPTP block = -1.3
canonical_smiles: CCCCN1CC(N2CCN(C(=O)c3ccco3)CC2)CS1(=O)=O (configuration not stated)
- MPTP block = 0.3
canonical_smiles: O=C(Nc1ccccn1)C(c1ccccc1)c1ccccc1
- MPTP block = -1.1

The list goes on:
Compound | MPTP block
COc1ccc(Cc2n[nH]c(=S)n2-c2cc(C)ccc2C)cc1OC | 1.3
O=CNc1cc(-c2ccc(C(=O)NC3CC3)cc2)cn2c(-c3ccc(F)cc3)cnc12 | 0.1
O=C(NCc1ccccc1)C(c1ccc(C(F)(F)F)cc1)N1CCN(CCN2CCOCC2)CC1 (configuration not stated) | -0.8
Cc1nc(C(F)(F)F)ccc1C(=O)N1CCC(C)(C(=O)NS(=O)(=O)C2CC2)C1 (configuration not stated) | 0.0
COCCNc1nc2cc(-c3cccc(C(F)(F)F)c3)sc2c(=O)n1C | 0.1
O=C(OCc1cn([C@H]2C[C@H](c3ccccc3)N(CC3CCCCC3)C[C@@H]2O)nn1)c1ccccc1 | 0.2
CCCNC(=O)C1(C)CCN(C(=O)c2cc(C)n(C(C)(C)C)n2)C1 (configuration not stated) | -0.9
O=C(NCCN1CCC(n2c(=O)[nH]c3ccccc32)CC1)c1cccs1 | -1.9
CCCCC1Cc2[nH]c(=S)[nH]c(=O)c2C(c2ccc(F)cc2)O1 (configuration not stated) | 0.0
CCCC(=O)N1CCCC1(C)C(=O)N(C)Cc1cccc2ccccc12 (configuration not stated) | -1.4
Cn1c2c(c(=O)n(C)c1=O)CN(Cc1ccccc1)CN2 | -0.7
O=C(Nc1ccc2nc([C@@H]3O[C@H](CO)[C@@H](O)[C@H](O)[C@H]3O)[nH]c2c1)NC(c1ccccc1)c1ccccc1 | 0.1

Ordered by molecular weight (lowest first): some entries from above
Compound | MPTP block
O=C(NCCN1CCC(n2c(=O)[nH]c3ccccc32)CC1)c1cccs1 | -1.9
Cc1nc(C(F)(F)F)ccc1C(=O)N1CCC(C)(C(=O)NS(=O)(=O)C2CC2)C1 (configuration not stated) | 0.0
O=C(Nc1ccc2nc([C@@H]3O[C@H](CO)[C@@H](O)[C@H](O)[C@H]3O)[nH]c2c1)NC(c1ccccc1)c1ccccc1 | 0.1

Other results follow.
Compound | MPTP block
CC(=O)NC(C)(c1ccccc1)c1nc(-c2ccc(N(C)C)cc2)cs1 (configuration not stated) | -0.1
CCCNC(=O)C1(C)CCN(Cc2noc(-c3ccccc3OC)n2)C1 (configuration not stated) | -0.7
O=C(Nc1ccccc1)c1cc(C2CCCCN2C(=O)c2cccs2)on1 (configuration not stated) | 0.6
CC(=O)Nc1ccc(NC(=O)c2ccc(-c3c(C)noc3C)c3ccoc23)cc1 | -0.6
CC(C)N1CCC1(C)C(=O)Nc1nccc2cccnc12 (configuration not stated) | -0.2
CC1(C(=O)NC2CCCCCC2)CCN1C(=O)Cc1ccc(-c2ccccc2)cc1 (configuration not stated) | 0.6
CN1CCN(c2ncnc3c2ncn3[C@H]2CN(Cc3ccco3)C[C@@H](CO)O2)CC1 | 9.8
NC(Cc1ccc(Cl)cc1)c1csc(NC(=O)NCCc2ccccc2)n1 (configuration not stated) | 2.9
CCCCN1C(=O)C(CC(=O)NCC2CCCCC2)CC(C(=O)N(CC)CC)=C1C (configuration not stated) | -0.7
COC(=O)C1(C(=O)OC)C2CCCCC2N(S(=O)(=O)c2ccc(C)cc2)[C@@H]1CC(C)=O (some centres not stated) | -0.4
CS(=O)(=O)Nc1ccc2c(c1)[C@H]1C[C@H](CC(=O)NCc3cccc(F)c3)O[C@@H](CO)[C@H]1O2 | 3.9
CC(=O)c1ccc2c(c1)N(Cc1ccccc1Cl)C(=O)C(C)S2 (configuration not stated) | 0.5
O=C(Nc1ccc(F)c(Cl)c1)c1csc(COCCO)n1 | -0.2
OC[C@@H]1CN(Cc2ccco2)C[C@H](n2cnc3c(Nc4ccccc4)ncnc32)O1 | 0.4
COc1ccc(NC(=O)C[C@H]2C(=O)N(c3ccc(OC)cc3)C[C@@H]2C)cc1 | -0.5
CCCC#Cc1ccc2c(c1)O[C@@H](CN(C)Cc1ccc3c(c1)OCO3)[C@H](C)CN([C@@H](C)CO)S2(=O)=O | -0.7
CC1=C(C(=O)N(C(C)C)C(C)C)CC(CC(=O)NC2CC2)C(=O)N1Cc1ccc(F)cc1 (configuration not stated) | -0.4
C[C@@H]1CN([C@@H](C)CO)S(=O)(=O)c2ccc(Br)cc2O[C@H]1CN(C)C(=O)c1ccccc1F | -1.5
CN1CCN(c2ccc(CNC(=O)C3Cc4c(-c5ccccc5)ccnc4O3)cc2)CC1 (configuration not stated) | -0.6
O=C(NCCc1cccs1)c1ccc(CS(=O)Cc2cccc(Cl)c2)o1 (configuration not stated) | -0.8
C[C@@H]1CN([C@H](C)CO)C(=O)CCCn2cc(nn2)CO[C@H]1CN(C)S(C)(=O)=O | -0.8
Cc1noc(C)c1C(=O)N1CCC1(C)C(=O)NS(=O)(=O)c1cccs1 (configuration not stated) | -0.1
CC(=O)C1=CCC(c2ccc(Cl)cc2)N(S(=O)(=O)c2ccccc2C)C1 (configuration not stated) | 0.4
CC1(C(=O)Nc2ccc(Cl)c(Cl)c2)CCN1C(=O)Cc1cccc2ccccc12 (configuration not stated) | 1.5
CCCS(=O)(=O)NC(=O)C1(C)CCCN(C(=O)c2cc(OC)c(OC)c(OC)c2)C1 (configuration not stated) | -0.9
CC(=O)NC(c1cccc(F)c1)c1nc(-c2ccccc2)cs1 (configuration not stated) | -1.4
Fc1ccc(-c2nc3c(Cl)cc(C(F)(F)F)cn3c2Cc2cccc(Cl)c2)cc1 | 11
COc1ccc(CCC2=NCCN2C(CC(C)C)c2nc3ccccc3[nH]2)cc1 (configuration not stated) | -0.4
COc1ccc(N2c3ccccc3CN(Cc3ccccc3)CC2Cc2cc(OC)c(OC)c(OC)c2)cc1 (configuration not stated) | -0.4
Cc1ccc(C(=O)N2c3ccccc3Sc3ccccc32)cc1 | -1.6
COc1ccc(NC(=O)Nc2nnc([C@H]3C[C@H](O)[C@@H](CO)O3)s2)cc1 | -2.0
CC(C)(C)S(=O)N1Cc2cc(C(=O)NCc3ccc4c(c3)OCO4)nc(-c3cccc(-c4cc5ccccc5o4)c3)c2[C@@H]1CCO (some centres not stated) | 2.7
Cc1ccc2c(CN3CCN(c4ccc(Cl)c(Cl)c4)CC3)cc(=O)oc2c1 | 1.0
CCOC(=O)C1(C)CCN1C(=O)c1cccc(C#N)c1 (configuration not stated) | -0.3
CCCCCC(=O)N1C[C@H](O)[C@@H](n2cc(C3CC3)nn2)C[C@@H]1c1ccc(Cl)cc1 | 0.7
COc1ccc(S(=O)(=O)Nc2ccc3c(c2)C(=O)N([C@@H](C)CO)C[C@@H](C)[C@H](CN(C)S(=O)(=O)c2ccc(F)cc2)OCCCC[C@H](C)O3)cc1 | 0.5
O=C(NNC(=O)c1cc(S(=O)(=O)N2CCOCC2)ccc1Cl)c1ccc(F)cc1 | -1.3
COc1ccc(NC(=O)C2CC2(Cl)Cl)cc1S(=O)(=O)N1CCCCC1 (configuration not stated) | -1.9
CC(=O)c1ccc(OC2(C)CCN(Cc3ccccc3OC(F)F)C2)cc1 (configuration not stated) | -1.0
CC(C)CCC(=O)Nc1cc(S(=O)(=O)N2CCOCC2)ccc1N1CCCC1 | 1.1
COc1ccc(Cc2c(C3CCCCC3)nc3ccc(Cl)cn23)c(C)c1 | 4.1
COCCNC(=O)C[C@H]1C[C@H]2c3cc(NS(=O)(=O)c4ccc(F)cc4)ccc3O[C@H]2[C@H](CO)O1 | -0.2
COC(=O)[C@H]1C[C@H](OC(=O)NC2CC2)[C@@]2(O)CN(S(=O)(=O)c3ccc(C)cc3)CC2[C@H]1C(=O)OC (some centres not stated) | -0.1
CCc1nc2ccc(C(=O)NCc3ccc(OC)cc3)cn2c1N(CCC(C)C)CCN(C)C | -1.7
CC1(C(=O)NS(=O)(=O)c2cccc(F)c2)CCN1C(=O)C/C=C/c1ccccc1 (configuration not stated) | 2.0
Cc1ccc2nc3n(c(=O)c2c1)-c1ncccc1C(=O)NC3Cc1ccccc1 (configuration not stated) | 13
COCCN1C(=O)c2ccccc2C1c1nnnn1Cc1ccccc1 (configuration not stated) | -2.7
CNC[C@@H]1Oc2cc(Br)ccc2S(=O)(=O)N([C@@H](C)CO)C[C@H]1C | -0.9
CCN1C(=O)[C@H]2[C@@H](c3ccc(OC)cc3)N[C@]3(CCCN(CCC(C)C)C3=O)[C@H]2C1=O | 0.0
CN1CCN(c2ncnc3c2ncn3[C@H]2CN(Cc3ccc4c(c3)OCO4)C[C@@H](CO)O2)CC1 | 0.2
COc1cccc(-c2nc(-c3cccc(C)c3)nc3cc(Cl)ccc23)c1 | 4.8
O=C(NC(c1ccc(-c2ccccc2)cc1)c1cnccn1)C1CCN(Cc2ccc(Oc3ccccc3)cc2)CC1 (configuration not stated) | 2.1
O=c1[nH]nnc2c1ncn2C1OC(CO)C(O)C1O (configuration not stated) | -1.2
FC(F)(F)c1ccccc1-c1ccc2nncn2c1 | 0.2
CCCS(=O)(=O)NC(=O)C1(C)CCN(C(=O)c2ccc(C(F)(F)F)cc2)C1 (configuration not stated) | 0.1
COc1cccc(C(C)(O)c2nc(-c3ccc4ccccc4c3)cs2)c1 (configuration not stated) | 14
O=C(C(=O)N1CCN(c2ccccc2F)CC1)c1cn(CC(=O)N2CCCC2)c2ccccc12 | -0.3
COC(=O)C[C@@H]1C[C@@H]2c3cc(NS(=O)(=O)c4ccc(F)cc4)ccc3O[C@@H]2[C@@H](CO)O1 | -0.4
O=C1CC(=O)N(C2CCCCC2)C(=O)N1c1ccccc1S(=O)(=O)Oc1ccccc1 | 0.0
O=NN(Cc1cccnc1)Cc1cccnc1 | -0.1

Carrying on:
Compound | MPTP block
O=C1NC(=O)C(=CC=Cc2ccccc2)S1 | 2.7
C=CCN(CC=C)Cc1cc(=O)oc2ccccc12 | -0.4
N#Cc1cccc(OC(=O)C2CCN(C(=O)c3ccc(F)cc3)CC2)c1 | -0.2
O=C(CSCC(=O)c1ccc([N+](=O)[O-])cc1)c1ccc([N+](=O)[O-])cc1 | 0.0
CCCCNC(=O)C1(C)CCCCN1C(=O)c1cccs1 (configuration not stated) | 2.7
CCN(CC)CCN1CNC(=S)NC1 | -0.6
CCN1C(=O)[C@H]2[C@@H](c3ccc(C)cc3)N[C@]3(CCCN(Cc4cccn4C)C3=O)[C@H]2C1=O | -0.1
Cc1cc(C)n2c(Nc3c(C)cccc3C)c(CCc3ccccc3)nc2n1 | 0.3
Cc1ccccc1S(=O)(=O)N1C[C@H]2[C@H]3C(=O)N(C4CCCCC4)C(=O)[C@H]3CC(=O)[C@H]2[C@@H]1c1ccc(Cl)cc1 | 0.5
O=S(=O)(NCc1ccncc1)c1ccc(F)c(F)c1 | 3.4
CC1(C(=O)NCCc2c[nH]c3ccccc23)CCN1Cc1ccccc1OC(F)F (configuration not stated) | -0.7
